PG9 Ab binder: binds the HIV-1 gp120 antibody PG9. TR-FRET gp120-PG9 antibody binding. inhibition, % at 6.7 µM. 360,000 compounds, 0.43% hits; in the data active = inhibition above about 8.5%
TCR CD3 inh: blocks the human TCR-CD3 interaction | TAMRA-labeled TCR probe fluorescence, biochemical | inhibition, % at 9.4 µM | 360,000 compounds, 0.37% hits; in the data active = inhibition above about 19%;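 note: recombinant mutant TCR 2C K166C tagged with TAMRA read by polarization; 0% = receptor in buffer alone and 100% = receptor with positive control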
UHRF1 binding: blocks human UHRF1 binding to methylated DNA | Q96T88 | UHRF1 binding to methylated oligo, TR-FRET | inhibition, % at 4.4 µM | 370,000 compounds, 0.75% hits | AID 687016; in the data active = inhibition above about 21%;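 note: UHRF1 SRA domain binding a hemimethylated CpG hairpin DNA probe; 0% = median of test compound wells and 100% = reference inhibitor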
HTRA1 inh: inhibitors of human serine peptidase HTRA1. Q92743. recombinant HTRA1, FP-rhodamine activity-based probe, fluorescence polarization. inhibition, % at 5.96 µM. 340,000 compounds, 0.5% hits. AID 504803; in the data active = inhibition above about 36%;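 note: 0% = enzyme with DMSO and 100% = wells lacking enzyme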
LEDGF integ inh: blocks HIV-1 LEDGF/p75-dependent DNA integration; TR-FRET IN-LEDGF/p75 DNA integration, Eu/Cy5; 370,000 compounds, 0.64% hits; inhibition, % at 3.7 µM;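 active = inhibition above the screen-wide mean plus 3 SD, cut at about 13% in these data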;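 note: signal is the Cy5 over europium emission ratio at 671 and 618 nm; 0% = plate median of compound wells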
NR1D1 modulator: modulates human Rev-erb alpha binding to DNA; Rev-erbα–FITC-DNA binding, fluorescence polarization, 90 min; 370,000 compounds, 0.79% hits; P20393; AID 1259318; activity, % at 10 µM;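 active = activity above about 14%, limit read from the data; passing the limit was not always enough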;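 note: 0% = DMSO wells with 35 nM protein and 100% = DMSO wells with 750 nM protein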
Target sequence (P20393 whole entry, looked up): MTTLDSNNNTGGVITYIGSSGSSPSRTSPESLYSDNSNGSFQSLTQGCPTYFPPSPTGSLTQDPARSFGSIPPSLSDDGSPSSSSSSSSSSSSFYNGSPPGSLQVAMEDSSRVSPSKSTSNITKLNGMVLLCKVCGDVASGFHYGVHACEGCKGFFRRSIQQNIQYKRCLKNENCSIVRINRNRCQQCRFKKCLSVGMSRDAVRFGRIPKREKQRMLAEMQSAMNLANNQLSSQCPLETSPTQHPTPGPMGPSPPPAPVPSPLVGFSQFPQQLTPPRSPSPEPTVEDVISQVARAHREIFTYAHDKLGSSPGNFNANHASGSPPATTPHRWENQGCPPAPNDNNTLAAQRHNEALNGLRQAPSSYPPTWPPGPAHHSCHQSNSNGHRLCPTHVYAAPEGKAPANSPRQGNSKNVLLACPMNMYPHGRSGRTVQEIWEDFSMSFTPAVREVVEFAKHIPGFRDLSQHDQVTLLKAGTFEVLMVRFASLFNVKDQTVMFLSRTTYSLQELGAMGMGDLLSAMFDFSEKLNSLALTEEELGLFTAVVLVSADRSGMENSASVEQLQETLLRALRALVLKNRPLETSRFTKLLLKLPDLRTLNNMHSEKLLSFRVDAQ
MBD2 inh: blocks human MBD2 binding to methylated DNA | inhibition, % at 4.4 µM | Q9UBB5 | AID 686964 | TR-FRET, MBD2 binding to methylated oligonucleotide | 370,000 compounds, 0.31% hits; in the data active = inhibition above about 13%
ABHD4 inh: ABHD4 (mouse) inhibition, primary FP screen; Q8VD66; purified mABHD4, FP-Rh probe fluorescence polarization; 370,000 compounds, 0.54% hits; AID 720543; inhibition, % at 8.92 µM;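 active = inhibition exceeding the mean over every tested compound plus 3 SD, cut at about 30% in these data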;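 note: 0% = plate median of compound wells and 100% = S159A mutant with DMSO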
Target sequence (Q8VD66 whole entry, looked up): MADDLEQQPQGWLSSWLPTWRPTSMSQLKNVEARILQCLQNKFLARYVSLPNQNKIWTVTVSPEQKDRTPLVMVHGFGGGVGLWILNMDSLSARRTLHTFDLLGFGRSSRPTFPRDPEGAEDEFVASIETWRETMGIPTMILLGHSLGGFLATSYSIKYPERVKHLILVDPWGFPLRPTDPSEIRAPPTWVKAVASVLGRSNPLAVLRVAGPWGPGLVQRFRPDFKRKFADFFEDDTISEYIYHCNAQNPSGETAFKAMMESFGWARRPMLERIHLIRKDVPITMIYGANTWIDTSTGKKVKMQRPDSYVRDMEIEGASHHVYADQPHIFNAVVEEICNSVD
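Material: mouse ABHD4 enzyme, wild type; Benchmarks: S159A mutant high control, sample median low control; Buffer or medium: HEPES pH 7.0, NaCl, Pluronic buffer; Signal: fluorescence polarization; Read-out: percent inhibition of probe binding, normalized to plate controls; Timing: pre-incubation 45 min, probe exposure 60 min, at 25 °C; Dosing: 8.92 µM, single dose.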
rCAG binder: molecules binding r(CAG) RNA repeats | r(CAG) RNA repeat, TO-PRO-1 dye displacement fluorescence | inhibition, % at 3 µM | 370,000 compounds, 1.3% hits | AID 651821;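 active = inhibition above the plate cutoff, the mean of all test compounds on that plate plus 3 SD, cut at about 35% in these data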;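 note: 0% = DMSO alone and 100% = 100 µM mitoxantrone as full dye displacement; higher means more dye released from RNA so lower well fluorescence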
PRMT1 inh: inhibitors of human PRMT1. inhibition, % at 2.79 µM. 370,000 compounds, 1.3% hits. AID 652257. Q99873. recombinant PRMT1, activity-based probe fluorescence polarization;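 active = inhibition above about 21% made by adding two undisclosed values, limit read from the data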
Active calls of the source: *; . = not tested or not shown.

SMILES	PG9 Ab binder	TCR CD3 inh	UHRF1 binding	HTRA1 inh	LEDGF integ inh	NR1D1 modulator	MBD2 inh	ABHD4 inh	rCAG binder	PRMT1 inh
COc1ccc(-c2cn3c(C)c(C(=O)N4CCN(c5ccccc5)CC4)sc3n2)cc1	-2.2	-10	-2	1	0	7	5	4	5	5
Clc1cccc(Cl)c1CO/N=C/c1cccs1	-1.5	-1	-2	2	-2	-8	4	0	-1	1
Nc1ccc2nc(-c3ccccc3)[nH]c2c1	-4.8	1	2	2	-8	4	-4	32*	2	2
COc1ccc(N)c(C)c1	1.7	5	-2	20	-2	2	5	17	3	11
N#CC1=C(N)Oc2n[nH]c(-c3ccccc3)c2C1c1ccncc1 (stereo not drawn)	2.8	-6	-7	-3	0	1	1	-4	2	1
O=c1[nH]cc(S(=O)(=O)NCc2ccccc2)c(=O)[nH]1	0.3	4	-2	8	-2	2	-8	6	4	-2
CC1(C)Oc2ccc3ccc(=O)oc3c2[C@@H](O)[C@@H]1O	0.1	1	1	-2	3	-3	0	5	0	-1
Cc1cc(NC(=O)CCC(=O)N(CC(=O)NCC2CCCO2)c2ccccc2)no1 (stereo not drawn)	0.5	8	-2	2	2	9	-1	6	-1	-2
Cc1ccccc1NC(=O)NC1(C(=O)N2CCOCC2)CCCCC1	-0.3	-6	1	6	5	-6	2	-4	-3	0
N/C(=N\OC(=O)CC1CCCCC1)c1ccccn1	-0.7	4	2	-5	-1	1	1	4	-6	-1
CN(C(=O)c1cccc(C(=O)N(C)c2ccccc2)c1)c1ccccc1	-0.9	5	2	9	1	5	0	0	-6	0
COc1ccc(-c2nnc(SCc3nc4ccccc4s3)n2C(C)C)cc1	-1.1	-1	-3	-21	0	-1	1	-3	-5	3
Nc1nc(-c2cc(O)ccc2[N+](=O)[O-])cc(-c2ccccc2)c1[N+](=O)[O-]	1.9	5	10	13	2	-3	-1	11	57*	27*
Cc1cc(OCC(=O)Nc2ccc(N3CCN(C)CC3)cc2)ccc1Cl	0.7	4	-2	-1	0	3	-1	-2	-8	-6
COc1ccc(Nc2nc(NCCN3CCOCC3)nc(Nc3ccc(OC)cc3)n2)cc1	0.0	-11	5	9	2	3	8	-6	-1	0
CCCCc1cc(=O)oc2cc(OCc3cc(OC)c(OC)c(OC)c3)c(Cl)cc12	1.8	1	-1	1	-2	9	-3	2	1	0
COc1ccc(-c2nc3ccccc3o2)cc1OC	-0.9	-3	-1	-11	-1	-1	-1	1	-2	3
COc1cc2c(cc1OC)CN(C(=O)c1cc(S(=O)(=O)N3CCOCC3)c(Cl)cc1Cl)CC2	-0.6	-3	2	-2	-1	2	1	-1	-3	-2
CN(CCc1ccccc1)C(=O)c1ccc(NC(=O)Cc2ccc(NC(=O)C3CCCN(S(=O)(=O)c4cccc([N+](=O)[O-])c4)C3)cc2)cc1 (stereo not drawn)	-1.1	5	1	8	-2	-4	1	1	5	0
Oc1ccc2ccccc2c1N=Nc1ccccn1	-6.1	1	-6	14	5	5	-9	50*	8	3
CSc1ccc(OC2CCCCC2NS(=O)(=O)c2ccccc2)cc1 (stereo not drawn)	1.1	-4	98*	-26	-4	-1	2	-8	-2	1
O=C1c2ccccc2NC(c2ccco2)N1O (stereo not drawn)	-2.0	-4	1	8	2	-2	0	4	2	6
O=C(COC(=O)C1CC1)Nc1ccc(OC(F)F)cc1	1.0	3	-1	-1	-3	1	-5	4	3	-1
CC(C)(C)c1cc(CNC(=O)C2CCC(=O)N(Cc3ccccc3F)C2)[nH]n1 (stereo not drawn)	-0.1	5	-2	-2	1	-3	2	-6	-1	-3
CC(C)(C)c1csc(NC(=O)c2cccnc2)n1	-0.9	-7	4	1	2	-3	3	-9	-1	3

The listing continues.
SMILES	PG9 Ab binder	TCR CD3 inh	UHRF1 binding	HTRA1 inh	LEDGF integ inh	NR1D1 modulator	MBD2 inh	ABHD4 inh	rCAG binder	PRMT1 inh
CCC(C)NC(=O)C1CCN(c2nc(OC)nc(OC)n2)CC1 (stereo not drawn)	-0.8	-4	5	4	5	2	0	-12	5	-1
COc1ccc(NC(=O)CCS(=O)(=O)c2cc3c(cc2C)NC(=O)CO3)cc1	-0.1	-4	1	8	5	-5	-1	2	4	6
CCOC(=O)c1c(NC(=O)CSc2nc3nc(C)cc(C)n3n2)sc(CC)c1C	-1.9	-7	4	0	4	-24	2	-10	1	1
COc1ccc(C)cc1S(=O)(=O)N1CC(C)OC(C)C1 (stereo not drawn)	-3.1	3	-3	2	0	4	-2	1	-2	-4
COc1ccccc1OCc1nc(-c2ccc([N+](=O)[O-])cc2)no1	-0.9	5	-4	0	-1	-6	-3	-32	-2	-2
CC1(C)Oc2ccc(C(=O)NC3CC3)cc2N(CC(=O)N2CCOCC2)C1=O	0.7	-3	1	-3	1	-1	3	0	-3	-2
C=CCNC(=O)c1onc(CSc2ccccc2CC)c1C(=O)O	-2.8	7	0	-6	-1	-5	1	-11	14	1
CCOc1ccc(C(=O)NC(C)CCc2ccccc2)cc1 (stereo not drawn)	-0.3	1	1	0	0	-3	-3	-1	-5	-3
O=C(COC(=O)C1(c2ccc(F)cc2)CCCC1)N1CCNC1=O	0.3	-8	-1	-11	0	-5	-3	0	2	-3
C=C(C)c1cccc(C(C)(C)NC(=O)NCCCN2CCCC2=O)c1	0.8	-8	4	-5	-3	-2	0	-1	0	-4
CCCn1nnnc1NCc1ccc(C(C)C)cc1	-0.1	-2	2	5	2	-2	2	-1	-2	-5
CCOC(=O)c1ccc(NC(=O)CN(Cc2ccc(Cl)cc2)S(C)(=O)=O)cc1	-4.2	1	-2	-14	3	-2	-2	-24	-1	1
O=C(NC(=S)NN1CCCCC1c1cccnc1)c1ccc(Br)cc1 (stereo not drawn)	1.5	-6	-1	4	-2	2	-6	-2	1	-2
CN(C)C(=O)c1nc2ccc(Cl)cn2c1CN1CCCC(OCc2cccnc2)C1 (stereo not drawn)	-2.2	1	-1	1	1	3	3	2	-6	0
Cc1ccc(S(=O)(=O)N2CCN(CC(=O)N/N=C/C=C/c3ccccc3)CC2)cc1	-1.3	3	-4	-11	5	-3	-5	-1	2	-1
CCCCNC(=O)CSc1nc(N)c(C(=O)Nc2ccc(OC)cc2)s1	-1.2	3	-3	-1	1	-4	-3	-1	3	0
Cc1cccc(C(=O)OCC(=O)c2ccc3c(c2)OCO3)c1O	4.5	-3	0	-6	-3	4	-1	6	2	-3
CN1/C(=C/C=C(C#N)C#N)C=Cc2ccccc21	-3.5	-2	8	6	-2	-10	1	4	-1	-1
CCC(=O)Nc1sc(Cc2ccc3c(c2)OCO3)c(C)c1C(N)=O	-0.7	-6	1	0	-3	-4	-4	-8	-6	8
O=C(NCc1ccccc1)C1CC(=O)N(c2ccc(OCC(=O)N3CCCC3)cc2)C1 (stereo not drawn)	-0.1	-1	1	2	2	-5	4	2	-1	-1
CN1CCN(C(CNC(=O)c2ccc(Br)o2)c2ccc(F)cc2)CC1 (stereo not drawn)	0.5	5	0	-2	1	-6	-1	-1	-4	3
Cc1ccccc1C(=O)Nc1c(C(=O)N2CCN(C)CC2)cnn1-c1ccccc1	-3.0	-5	0	-2	1	0	-7	-8	-2	-7
COc1ccccc1/C=C/C(=O)OCC(=O)NCc1ccc2c(c1)OCO2	-1.7	-6	0	-2	0	5	-2	-1	2	-1
CCCCOC(=O)c1ccc(NC(=O)C(=O)NCc2ccccn2)cc1	-2.0	-1	-2	-6	4	-1	1	-3	-5	-1
Cc1cc(N2CCN(C)CC2)nc2ccc(NC(=S)NCCN3CCc4ccccc4C3)cc12	-0.3	-3	-1	-2	6	-7	0	3	-7	2

Copied from the results shown (3 entries):
SMILES	PG9 Ab binder	TCR CD3 inh	UHRF1 binding	HTRA1 inh	LEDGF integ inh	NR1D1 modulator	MBD2 inh	ABHD4 inh	rCAG binder	PRMT1 inh
CCC(C)NC(=O)C1CCN(c2nc(OC)nc(OC)n2)CC1 (stereo not drawn)	-0.8	-4	5	4	5	2	0	-12	5	-1
COc1ccc(NC(=O)CCS(=O)(=O)c2cc3c(cc2C)NC(=O)CO3)cc1	-0.1	-4	1	8	5	-5	-1	2	4	6
CCOC(=O)c1c(NC(=O)CSc2nc3nc(C)cc(C)n3n2)sc(CC)c1C	-1.9	-7	4	0	4	-24	2	-10	1	1

Other compounds
SMILES	PG9 Ab binder	TCR CD3 inh	UHRF1 binding	HTRA1 inh	LEDGF integ inh	NR1D1 modulator	MBD2 inh	ABHD4 inh	rCAG binder	PRMT1 inh
COc1ccc(NC(=S)NCC2CCN(c3ccc(OC)cc3)C2)cc1 (stereo not drawn)	-7.2	-9	-1	15	0	0	-5	6	7	5
O=C(CSc1ccccc1)NC1CC1	-0.5	4	1	2	0	-6	-3	1	1	-1
CCCN(CCC)C(=O)C[n+]1cccc(/C=N/O)c1	-0.1	-10	4	2	-5	-4	6	-8	-6	10
COc1ccc(Cl)cc1NS(=O)(=O)c1cccc(C(=O)NCC(C)(C)N2CCOCC2)c1	1.6	6	-2	2	1	6	3	2	10	-1
CCn1nccc1C(=O)Nc1cc(Cl)ccc1Cl	0.6	5	1	0	-1	3	-5	3	0	-1
C=CCN=C1NC(c2cccc(Cl)c2)C(C(=O)OC)=C(C)N1Cc1cccc(C(F)(F)F)c1 (stereo not drawn)	0.2	-1	-1	.	4	-4	-10	9	5	-5
Cc1ccc(S(=O)(=O)N2C[C@H]3C(=O)C[C@@H](c4cccc5ccccc45)N(S(=O)(=O)c4ccc(C)cc4)[C@H]3C[C@H]2c2ccc(Cl)cc2)cc1	-2.8	-1	1	-18	-5	11	4	-3	14	0
CCOc1ccccc1NC(=O)CSc1cn[nH]n1	-2.4	10	-4	-2	0	-1	-4	6	-3	-1
CCn1cc(CNC(=O)C2CCC(=O)N(C3CCCCCC3)C2)cn1 (stereo not drawn)	-0.7	-2	0	0	-4	5	1	-3	-4	0
CCOC(=O)[C@]12CCCCC/C=C\1N(CCc1ccc(Cl)cc1)C(=O)[C@H]2CC(=O)NCc1cccc2ccccc12	.	.	-2	.	0	10	3	-11	7	-1
O=C(Cc1c(O)c2ccccc2[nH]c1=O)NC1CCCCCCC1	-1.6	-8	4	1	10	-1	1	-3	3	14
COc1ccc(Br)cc1CN(C)CC(=O)Nc1cccc(S(N)(=O)=O)c1	-2.0	0	0	-9	-1	-1	7	4	0	1
O=C(COC(=O)/C=C/c1ccccc1Cl)Nc1cccnc1Cl	-0.5	-7	-1	-4	-8	-2	2	2	0	2
COc1ccc(CN2CSC(=S)N(Cc3ccccc3)C2)cc1	1.9	0	0	-1	2	-5	4	5	0	6
Cn1c(C(=O)N[C@@H](C(=O)O)c2ccccc2)cc2cc(F)ccc21	1.0	-1	0	-3	-1	2	-2	3	4	0
CCN(c1ccc(C)c(C)c1)S(=O)(=O)c1ccc2c(c1)CCN2C(=O)CCC(=O)O	1.0	-3	2	-4	4	-5	0	-6	17	1
CS(=O)(=O)N1CCCC(C(=O)NCc2ccco2)C1 (stereo not drawn)	0.4	-3	3	-1	1	.	7	-8	-2	5
COc1ccc(-c2cnnn2-c2ccc(N)cc2)cc1OC	-0.4	-2	-3	-7	3	-2	1	-5	5	-1
COc1ccccc1C(=O)NCC(=O)Nc1ccc2c(c1)OCO2	0.3	-2	0	5	-5	-2	-1	17	1	2
O=C(O)COc1ccc(C(NC(=O)c2c(F)cccc2F)NC(=O)c2c(F)cccc2F)cc1	-1.5	5	-1	-2	-2	0	1	0	2	4
O=C(COc1ccc2ccc(=O)oc2c1)NCC(O)c1ccccc1 (stereo not drawn)	0.6	-9	2	0	-3	2	1	-7	0	9

The list is partial; count on the stated rates, not on these rows.
